# Bioassay records: PubChem, NCI
# NCI-60 one-dose screen, 48 h, at 10 µM unless noted. Numbers give growth in % (100 = growth as untreated, 0 = no growth, -100 = all killed).
# SR – SR leukemia cells; 73,000 compounds, 8.7% hits
# RPMI-8226 – RPMI-8226 leukemia cells | 77,000 compounds, 7.5% hits
# HOP-92 – HOP-92 NSCLC cells; 71,000 compounds, 6.3% hits
# K-562 – K-562 leukemia | 78,000 compounds, 7.4% hits | AID 1794777
# CCRF-CEM – CCRF-CEM leukemia. 77,000 compounds, 7% hits
# MOLT-4 – MOLT-4 leukemia cells; AID 1794779; 80,000 compounds, 6.9% hits
# MDA-MB-435 – MDA-MB-435 melanoma. 82,000 compounds, 7.8% hits. AID 1794794
# HOP-62 – HOP-62 NSCLC; 80,000 compounds, 3.9% hits; AID 1794735
# An asterisk follows results filed as active; x = not tested or not shown; & = joins results of further samples. Rule for the calls: active = growth percent below 10; inactive = the rest.
SMILES,SR,RPMI-8226,HOP-92,K-562,CCRF-CEM,MOLT-4,MDA-MB-435,HOP-62
CC(C)=CCC/C(C)=C/C#N,79.5,99.0,86.1,87.9,97.5,98.4,91.3,82.9
O/N=C/c1cc[n+](CCC[n+]2ccc(/C=N/O)cc2)cc1,114.9,104.8,96.0,106.8,96.3,112.7,101.9,101.9
CC(C)(C)CC(C)(C)Nc1c(-c2c(O)c3ccccc3oc2=O)nc2ccc(Cl)cn12,83.3,87.4,91.0,102.5,66.4,77.5,96.9,90.1
O=C(O)c1ccc2c(c1Nc1ccccc1)C(=O)c1ccccc1C2=O,16.2,64.9,98.2,95.9,89.2,75.5,95.4,81.7
CCc1ccc(Nc2ncnc3sc4c(c23)CCN(Cc2ccccc2)C4)cc1,85.5,76.8,46.3,82.6,90.7,77.8,95.8,95.5
CC(=O)CC(C)(C)c1ccc(Cl)cc1,101.3,98.3,80.0,101.1,100.7,100.2,104.2,93.3
Nc1ncncc1-c1ccc(F)cc1,126.8,108.6,95.9,108.7,109.5,98.4,102.1,105.1
Clc1ccc(-c2nc3ccccc3s2)cc1,88.8,89.7&94.2,69.4&90.6,94.4&98.1,89.9&92.9,83.7&97.8,104.7&104.8,94.9
N#C/C(=C\c1ccc(-c2ccc(Cl)cc2)o1)C(=O)Nc1ncc(Cc2cc(Cl)ccc2Cl)s1,x,96.9,84.5,99.7,93.5,100.7,105.2,116.0
COC(=O)c1cc2oc(/C=C3/SC(=S)N(N)C3=O)cc2n1C,x,x,100.0,95.6,88.0,x,116.5,89.9
Nc1nonc1-c1nc2ccccc2n1Cc1c(F)cccc1Cl,x,82.4,84.1,85.1,91.7,85.0,94.3,81.9
Cn1c(=O)c2c(=O)c3c4c(oc3oc2c2ccccc21)C(=O)c1ccccc1C4=O,92.0,100.2,99.2,89.6,92.9,87.4,105.3,80.8
CC(=O)Oc1cc(C)c(Cl)c2c(OC(C)=O)cc(C(C)=O)c(O)c12,108.5,87.4,82.8,97.7,93.9,103.1,114.7,101.9
O=C(/C(=N/O)c1ccccc1)c1ccccc1,110.2,99.5,96.6,120.0,97.9,123.2,108.3,x
C=C(C)COc1ccc2c(c1)OCO2,107.6,102.4,98.3,113.1,87.9,100.4,111.6,74.8
Cc1cc(C)c(Nc2n[nH]c(=S)s2)cc1C,88.1&72.8,91.8&87.7,99.3,92.4&101.5,98.0&89.0,96.4,106.3&101.9,117.9&98.8
O=C(O)C(Cc1ccccc1)C(=O)O,101.0,108.8,x,107.7,97.9,116.3,110.6,118.0
O=C(O)c1ccc([N+](=O)[O-])cc1Sc1ccsc1,86.0,94.0,87.8,114.3,91.6,86.2,113.4,103.2
c1ccn2nnnc2c1,96.5,101.8,103.3,97.5,99.7,101.1,99.5,87.0
Oc1c(CN2CCOCC2)cc(CN2CCOCC2)cc1CN1CCOCC1,110.1&93.6,100.5&113.5,109.6&96.0,91.6&100.3,108.2&97.3,103.0&98.1,115.1&110.8,92.2&95.5
Cc1cc(N)c(S(=O)(=O)O)c(N)c1,x,95.6,47.1,124.7,98.1,5.1*,100.8,94.9
CCOC(=O)C(Cc1ccc(OC)c(OC)c1)C(Cc1ccc(OC)c(OC)c1)C(=O)OCC (stereo not given),94.2,95.6,x,97.1,99.0,98.0,101.7,88.2
Cc1ccc(-c2cnc3sc4ccccc4n23)cc1,104.2,100.8,103.3,99.0,102.8,88.2,106.7,86.4
O=C(Nc1nc(-c2ccccc2)cs1)c1ccc(Cc2n[nH]c(=O)c3cccnc23)cc1,95.5,x,87.1,94.1,x,91.9,104.2,103.5
NC(N)=NCc1ccccc1,94.6,96.5,72.3,96.6,90.2,92.5,130.5,102.2
O=C1c2ccccc2C(=O)c2cc(SC(=S)N3CCCC3)ccc21,31.5,58.8,115.7,69.5,x,87.2,102.1,101.3
C[N+]1=C(/C=C\C=C\c2ccccc2)C(C)(C)c2ccccc21,-14.3*,-25.5*,-7.5*,4.7*,-8.7*,0.1*,9.0*,52.0
c1ccc(Cn2cnc3ccc(-c4nc(-c5cccc6ccccc56)cn5ccnc45)cc32)cc1,87.6,73.1,57.5,x,93.8,77.7,110.1,86.0
O=S(=O)(NCCCNc1nccc(-c2cn(-c3ccccc3)nc2-c2ccc(Cl)c(O)c2)n1)c1ccccc1,42.0,x,x,65.0,x,43.1,68.7,x
COc1cccc(-c2nn(-c3ccccc3)cc2-c2ccnc(NCCCNC(=O)Nc3ccc(Cl)c(Cl)c3)c2)c1,-32.8*,-2.5*,-11.7*,-13.6*,1.4*,x,-36.3*,-6.0*
O=C(O)C(Cc1ccccc1N(CCO)CCO)N1C(=O)c2ccccc2C1=O (stereo not given),92.1&112.5,103.8&95.1,98.3&86.2,111.6,99.8&99.4,97.3&101.3,104.5&114.1,93.2&107.1
Nc1nc2c([N+](=O)[O-])cccc2s1,86.7,94.4,96.0,99.8,88.5,96.0,104.7,92.6
O=C(/C=C\c1ccc(O)c(O)c1)O[C@@H]1C[C@](O)(C(=O)O)C[C@@H](O)[C@H]1O,95.3,100.8,108.8,108.7,101.0,95.4,100.4,93.4
O=C(NC1CC(=O)N(Cc2cccc(C(F)(F)F)c2)C1)c1cc(C(F)(F)F)ccc1O (stereo not given),121.9,106.5,78.6,98.9,101.2,106.0,106.5,91.8
CN(C)C(=O)c1cc2cnc(Nc3ccc(-c4csc5c(=S)cc(N6CCOCC6)oc45)cc3)nc2n1C1CCCC1,-3.1*,-35.9*,-5.7*,10.0,1.8*,2.8*,17.3,6.1*
COc1ccc(/C=C(\C#N)n2nc3ccc(C(=O)Nc4ccc(SC)cc4)cc3n2)cc1,87.6,84.2,54.0,85.1,93.1,85.7,92.6,70.8
COc1cccc(/C=C2\Oc3cc(O)ccc3C2=O)c1,82.6,104.4,107.5,98.9,103.3,112.3,95.3,98.6
Nc1nc2c(C(=O)Nc3ccc(Cl)cc3)c(Nc3ccccc3)nn2c(Nc2ccccc2)c1-c1nc2ccccc2s1,72.8,53.5,40.6,52.7,65.3,65.2,79.2,103.0
COC(=O)C1(c2ccccc2)CC2Cc3cc(F)ccc3N1O2 (stereo not given),106.5,104.5,x,112.1,114.5,97.7,92.5,93.1
O=C1c2ccccc2C(=O)N1CC(O)CCl (stereo not given),x,92.7,x,101.0,89.3,97.2,90.9,98.0

# Copied from the list:
# `Cc1cc(N)c(S(=O)(=O)O)c(N)c1` in HOP-62 reads 94.9
# `O=C(Nc1nc(-c2ccccc2)cs1)c1ccc(Cc2n[nH]c(=O)c3cccnc23)cc1` in MDA-MB-435 reads 104.2
# `O=C(/C=C\c1ccc(O)c(O)c1)O[C@@H]1C[C@](O)(C(=O)O)C[C@@H](O)[C@H]1O` in MOLT-4 reads 95.4

# Next compounds.
SMILES,SR,RPMI-8226,HOP-92,K-562,CCRF-CEM,MOLT-4,MDA-MB-435,HOP-62
Cc1cc(=O)c(O)c(C)o1,94.7,104.5,x,96.9,78.3,94.8,108.4,108.5
O=C1C=C/C(=C2/C=CC(=O)C3C(=O)C=CC(=O)C23)c2c(O)ccc(O)c21 (stereo not given),38.5,89.7,107.8,85.2,65.3,58.7,110.6,100.7
Cc1cc(C)nc(SCC(=O)Nc2ccc(-c3nc4ccccc4[nH]3)cc2)n1,72.5,91.2,109.7,75.0,71.6,68.7,106.6,115.7
O=C1OC(c2ccccc2)(c2ccccc2)c2ccccc21,40.4,x,x,79.3,19.9,16.4,107.1,96.0
COCCCNc1nc2ccccc2c2c(=O)c3cc(OC)ccc3sc12,84.3,x,60.6,102.8,92.2,88.7,94.0,104.1
COc1ccc(-c2nc(-c3ccc(-c4nc5ccc(F)cc5[nH]4)cc3)no2)cc1,x,91.0,96.4,x,87.3,92.3,101.0,111.4
COc1ccc(OC)c(C(=O)C(=O)c2cc(OC)ccc2OC)c1,99.4,98.5,85.5,98.4,129.6,108.7,100.2,99.7
COc1cc(CC2C(=O)OCC2C(=O)c2ccc3c(c2)OCO3)cc(OC)c1OC (stereo not given),93.4,x,79.2,98.3,95.2,94.3,107.7,105.6
CCOC(=O)C(=O)C(C#N)c1ccccc1 (stereo not given),83.9,104.4,94.6,107.4,150.9,97.7,101.1,97.1
COCCCNCC(=O)Nc1ccc(S(=O)(=O)c2ccc(NC(=O)CNCCCOC)cc2)cc1,97.4,94.7,56.1,104.0,95.5,82.4,103.2,79.3
O=C1NC(CCCl)C(=O)NC1CCCl (stereo not given),111.2&115.8,111.6&100.2,128.3,108.0&108.9,97.2,97.9&109.6,105.0&112.0,95.4
O=C1c2cccc3cc([N+](=O)[O-])cc(c23)C(=O)N1CCN1CCCC1,-34.6*,-19.1*,1.0*,-10.2*,-5.6*,-17.9*,16.2,-23.3*
CC(I)CNC1=NCC(=O)N1 (stereo not given),112.2,64.6,110.7,84.0,106.1,63.6,88.8,91.4
COc1ccc2[nH]cc(-c3cc(N)n4nc(-c5cn(C)c6ccccc56)cc4n3)c2c1,9.5*,-18.0*,-71.0*,4.7*,-39.3*,-41.4*,-81.0*,-66.4*
COc1cc(C(=O)/C=C/c2c(C)n([O-])c3ccc(Cl)cc3[n+]2=O)cc(OC)c1OC,-5.8*,-35.2*,-31.2*,2.0*,-30.6*,6.4*,49.4,82.0
Cc1ccc2nc(Cl)c(Cn3nnc(SCc4ccccc4)n3)cc2c1,105.0,100.5,86.9,96.6,102.2,98.8,105.0,86.7
O=C1CSCc2nc3ccccc3n21,94.2,104.9,86.0,88.9,105.2,95.0,103.5,84.8
CC(C)CCSc1nc(NC2CC2)c(C#N)c(-c2ccc(C(C)C)cc2)n1,x,100.9,114.2,100.4,95.4,98.9,111.6,94.9
O=C(N/N=C/c1coc2ccc(Cl)cc2c1=O)c1cc2oc(-c3ccccc3)cc2[nH]1,79.9,77.6,20.7,89.0,91.1,81.5,176.5,71.1
O=C(n1ccc2cc(OS(=O)(=O)c3ccc(C(F)(F)F)cc3)ccc21)C12CC3CC(CC(C3)C1)C2,110.2,x,87.9,95.4,97.5,97.5,101.1,86.4

# Some of the entries above in another layout:
COCCCNCC(=O)Nc1ccc(S(=O)(=O)c2ccc(NC(=O)CNCCCOC)cc2)cc1
  SR: 97.4
  RPMI-8226: 94.7
  HOP-92: 56.1
  K-562: 104.0
  CCRF-CEM: 95.5
  MOLT-4: 82.4
  MDA-MB-435: 103.2
  HOP-62: 79.3
O=C1NC(CCCl)C(=O)NC1CCCl (stereo not given)
  SR: 111.2&115.8
  RPMI-8226: 111.6&100.2
  HOP-92: 128.3
  K-562: 108.0&108.9
  CCRF-CEM: 97.2
  MOLT-4: 97.9&109.6
  MDA-MB-435: 105.0&112.0
  HOP-62: 95.4

# Of the compounds above, two contain a CF3 group:
SMILES,SR,RPMI-8226,HOP-92,K-562,CCRF-CEM,MOLT-4,MDA-MB-435,HOP-62
O=C(NC1CC(=O)N(Cc2cccc(C(F)(F)F)c2)C1)c1cc(C(F)(F)F)ccc1O (stereo not given),121.9,106.5,78.6,98.9,101.2,106.0,106.5,91.8
O=C(n1ccc2cc(OS(=O)(=O)c3ccc(C(F)(F)F)cc3)ccc21)C12CC3CC(CC(C3)C1)C2,110.2,x,87.9,95.4,97.5,97.5,101.1,86.4

# Back to the main list, repeating the 3 entries before the break.
SMILES,SR,RPMI-8226,HOP-92,K-562,CCRF-CEM,MOLT-4,MDA-MB-435,HOP-62
CC(C)CCSc1nc(NC2CC2)c(C#N)c(-c2ccc(C(C)C)cc2)n1,x,100.9,114.2,100.4,95.4,98.9,111.6,94.9
O=C(N/N=C/c1coc2ccc(Cl)cc2c1=O)c1cc2oc(-c3ccccc3)cc2[nH]1,79.9,77.6,20.7,89.0,91.1,81.5,176.5,71.1
O=C(n1ccc2cc(OS(=O)(=O)c3ccc(C(F)(F)F)cc3)ccc21)C12CC3CC(CC(C3)C1)C2,110.2,x,87.9,95.4,97.5,97.5,101.1,86.4
C#CCOc1ccc(C(Nc2ccc(F)c(F)c2)c2nnnn2C2CCCCC2)cc1 (stereo not given),85.9,76.5,81.0,78.8,90.5,82.2,102.4,93.1
O=Nc1c(O)[nH]c2ccc(Cl)c(Cl)c12,96.2,100.2,113.5,112.1,88.8,82.3,110.4,113.3
Cc1[nH]n(-c2ccccc2)c(=O)c1C=Nc1ccc(Br)cc1,x,68.6,87.8,26.4,54.2,59.8,60.3,76.7
O=C1CSC(=S)N1/N=C/c1cccc2ccccc12,94.5,97.2,97.0,97.0,100.3,97.0,106.5,84.5
CC1=C(C(=O)Nc2ccc(Cl)cc2)C2(C(=O)Nc3ccccc32)N(C)C(=O)N1 (stereo not given),x,114.9,x,101.7,102.2,100.5,110.1,84.5
O[C@@H]1Cc2ccc3ccccc3c2N[C@H](c2cccs2)C1,86.3,112.4,x,96.6,91.1,85.2,110.8,89.7
COC(=O)c1cc(Br)ccc1O,89.2,94.5,86.6,111.0,98.6,103.4,116.1,103.5
COC(=O)C1=CC(=O)N2CCN=C2S1,98.7,99.5,88.3,98.6,98.1,103.1,105.2,118.2
CCCCOc1ccccc1/C=C1/SC(N2CCC(C)CC2)=NC1=O,51.9,82.7,69.6,68.9,79.1,86.8,98.0,104.0
COc1ccc(-c2cc(-c3ccc(OC)cc3)nc(N3CCN(CCNc4ccnc5cc(Cl)ccc45)CC3)n2)cc1,42.1,79.4,62.1,29.8,89.2,90.1,100.8,86.9
CNC(=O)c1cc(-n2ccc3cc(NC(=S)Nc4ccccc4)ccc32)ccn1,92.4,x,101.7,86.1,96.7,99.1,102.2,107.5
Cc1ccc(S(=O)(=O)N(C)c2ccccc2C(=O)NO)cc1,97.5,102.4,93.5,122.5,94.0,107.0,110.0,94.8
CNCCCNc1nc2ccccc2c2c(=O)c3cc(OC)ccc3sc12,-30.2*,x,52.4,-20.3*,11.9,48.3,37.3,80.2
Cc1cc(N)c(S(=O)(=O)O)cc1Cl,104.0,97.2,88.5,96.2,95.9,95.9,100.2,88.6
S=c1[nH]nc(-c2cc3ccc2CCc2ccc(cc2)CC3)n1Cc1ccccc1,114.9,110.6,108.9,96.8,102.5,106.1,99.8,108.6
NC(C(=O)c1ccccc1)c1ccccc1 (stereo not given),x,75.1,84.0,x,x,x,107.2,107.9

# Rows were taken by chance, and some 14% of all compounds hit somewhere here.
